# Source: PubChem (Sanford-Burnham Center for Chemical Genomics)
# hIAP activ: human IAP activation | purified human IAP, CDP-Star luminescence, 30 min; hits give high values; 1 = vehicle-only enzyme, 0 = enzyme-free background | activation factor at 10 µM | hit rate 0.16% among 330,000;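 active means activation factor of the enzyme at least 2-fold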; further: the source names both 10 and 20 µM as test concentration; values of inactives mirror those of a sister screen read the other way
# Target sequence (P09923 whole entry, looked up): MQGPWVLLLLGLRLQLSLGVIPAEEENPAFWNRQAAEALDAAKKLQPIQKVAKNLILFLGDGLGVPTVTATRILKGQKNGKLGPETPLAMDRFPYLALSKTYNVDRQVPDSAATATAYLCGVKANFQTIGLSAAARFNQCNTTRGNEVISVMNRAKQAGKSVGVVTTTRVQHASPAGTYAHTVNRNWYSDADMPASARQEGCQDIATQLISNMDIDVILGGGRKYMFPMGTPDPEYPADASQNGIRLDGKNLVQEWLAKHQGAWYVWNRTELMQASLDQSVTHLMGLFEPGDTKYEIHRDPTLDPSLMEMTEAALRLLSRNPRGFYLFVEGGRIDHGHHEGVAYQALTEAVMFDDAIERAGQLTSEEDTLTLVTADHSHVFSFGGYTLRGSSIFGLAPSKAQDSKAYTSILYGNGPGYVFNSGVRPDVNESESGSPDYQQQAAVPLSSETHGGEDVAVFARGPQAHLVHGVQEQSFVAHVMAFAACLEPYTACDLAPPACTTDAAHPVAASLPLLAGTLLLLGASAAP
# mIAP act: mouse IAP activation; muIAP, CDP-Star luminescence, 30 min; hits give high values; 1 = vehicle-only enzyme signal, 0 = enzyme-free wells; hit rate 0.24% among 330,000; activation factor at 10 µM; AID 2805;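 active means activation factor of at least 2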; further: the source names both 10 and 20 µM as test concentration; values of inactives mirror those of a sister screen read the other way
#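 System: Mouse IAP enzyme | Also added: CDP-Star substrate | Dosing: Compounds dispensed in DMSO | Schedule: 30 min enzyme-substrate-compound incubation at room temperature | Technique: Chemiluminescence readout | Control set: DMSO-only wells and no-enzyme negative control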
# APOBEC3G inh: inhibitors of human APOBEC3G DNA deaminase. hit rate 0.28% among 330,000. AID 493012. recombinant A3G, ssDNA deamination FAM/TAMRA fluorescence. Q9HC16. inhibition, % at 20 µM;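 active means inhibition of at least 40% at 20 µM, with no more than 30% in the related APOBEC3A deaminase screen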;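 further: plate controls were DMSO wells with A3G for no effect and wells lacking A3G enzyme for full effect; some compounds called inactive have numbers as strong as hits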
# mIAP block: blocks mouse intestinal alkaline phosphatase | purified mouse IAP, CDP-Star luminescence, 30 min | inhibition, % at 10 µM | hit rate 0.2% among 330,000 | AID 2806;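 active means inhibition of at least 40% at 10 µM in the primary screen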;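 further: plate controls were DMSO with enzyme for no effect and no enzyme wells for full effect; values of inactives mirror those of a sister screen read the other way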
# SENP1 inh: blocks the human SENP1 SUMO protease catalytic domain; Q9P0U3; recombinant SENP1 catalytic domain, CyPet-SUMO1-YPet FRET cleavage; hit rate 0.21% among 360,000; inhibition, % at 10 µM; AID 624204;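 active means inhibition at least 30% at 10 µM, raw YFP signal under a set limit, fluorescence ratio 0.5 to 1.5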;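 further: 0% = enzyme with DMSO and 100% = no enzyme wells; some results filed as inactive read as strong as hits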
# Target sequence (Q9P0U3 419-644 limits assumed): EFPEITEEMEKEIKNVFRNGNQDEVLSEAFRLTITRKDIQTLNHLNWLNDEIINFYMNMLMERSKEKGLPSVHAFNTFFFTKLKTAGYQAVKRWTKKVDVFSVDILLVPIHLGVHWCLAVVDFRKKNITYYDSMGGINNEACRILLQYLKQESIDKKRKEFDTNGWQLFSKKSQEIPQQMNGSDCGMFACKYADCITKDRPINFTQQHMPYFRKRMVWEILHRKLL
#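 Material – human SENP1 catalytic domain · Input – SENP1 enzyme, 20 pM final · Compound dosing – single concentration of 10 µM compound, 0.5% DMSO final · Timing – enzyme reaction for 50 min at room temperature, dark · Measured by – FRET fluorescence in CFP and YFP emission channels · Control set – no-enzyme wells low, DMSO-plus-enzyme wells high control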
# A3A deaminase: human APOBEC3A DNA deaminase inhibition; AID 493011; P31941; hit rate 0.41% among 330,000; inhibition, % at 20 µM; recombinant A3A, FAM/TAMRA ssDNA deamination fluorescence;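 active means at least 40% inhibition at 20 µM here, with at most 30% in a related deaminase screen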;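 further: plate controls were A3A with DMSO for no effect and wells lacking A3A enzyme for full effect; some results filed as inactive read as strong as hits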
# Target sequence (P31941 whole entry, looked up): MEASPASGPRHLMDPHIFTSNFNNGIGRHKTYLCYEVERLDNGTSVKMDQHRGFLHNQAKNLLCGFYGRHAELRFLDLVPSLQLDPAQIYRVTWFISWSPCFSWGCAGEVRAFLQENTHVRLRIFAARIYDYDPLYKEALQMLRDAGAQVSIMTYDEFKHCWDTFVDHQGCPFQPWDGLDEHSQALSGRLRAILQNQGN
# hIAP inh: human IAP inhibition; P09923; purified IAP, CDP-Star luminescence, 30 min; inhibition, % at 10 µM; hit rate 0.12% among 330,000;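 active means inhibition reaching a set limit with compound at 10 µM in the primary screen, cut at about 35% in these data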;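 further: plate controls were DMSO wells with enzyme for no effect and no-enzyme buffer wells for full effect; values of inactives mirror those of a sister screen read the other way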
# beta cell repl: inducers of beta-cell replication in MIN6 cells. hit rate 0.29% among 330,000. proliferation, % at 10 µM. MIN6 cells proliferation, ATPlite luminescence, 48 h; cells starved in 0.2% serum; 100% = growth in 10% serum. AID 2380;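 active means compounds whose signal lies at least 3.5 SD above the mean of all wells on their plate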;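 further: 0% = DMSO-treated cells in low-serum medium and 100% = 10% serum control; some compounds called inactive have numbers as strong as hits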
# NALP3 yeast inh: inhibitors of NALP3 inflammasome in yeast. Yeast reconstituted NLRP3/ASC/caspase-1, beta-gal luminescence, 24 h. inhibition, % at 10 µM. hit rate 0.39% among 330,000. AID 2825;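 active means inhibition of 50% or more; inactive means inhibition below 50%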;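 further: plate controls were induced DMSO wells for no effect and uninduced yeast grown without galactose for full effect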
# Starred values were filed as active, the others as inactive; . = no result given.
SMILES,hIAP activ,mIAP act,APOBEC3G inh,mIAP block,SENP1 inh,A3A deaminase,hIAP inh,beta cell repl,NALP3 yeast inh
Fc1ccc(NC(=S)N2CCOCC2)c(F)c1,0.948,0.864,-4.7,13.6,8.8,-3.1,5.2,-0.1,11.5
CN1CCN(C(=O)CCN2C(=O)/C(=C\c3ccc(Cl)cc3Cl)SC2=S)CC1,0.894,0.79,-5.9,21.0,2.1,0.3,10.6,-1.6,20.4
COc1ccccc1NC(=O)N1CCN(S(C)(=O)=O)CC1,1.14,1.05,-9.9,-5.5,2.5,-2.8,-14.3,-0.1,-4.5
COC(=O)[C@H](Cc1ccccc1)NC(=O)C1(OC(C)=O)CC(OC(C)=O)C(OC(C)=O)C(OC(C)=O)C1 (some centres not stated),1.3,0.947,-6.7,5.3,1.8,-1.7,-29.6,-5.8,7.5
O=C(Cn1c(=O)[nH]c2sc3c(c2c1=O)CCCC3)NCC1CCCO1 (configuration not stated),0.828,1.01,-7.4,-0.7,0.5,-7.3,17.2,2.3,-1.1
CC(c1ccccc1)N1C(=O)NC(NC(=O)C(C)(C)C)(C(F)(F)F)C1=O (configuration not stated),1.12,1.08,-3.8,-8.1,0.9,0.4,-12.5,-1.0,14.3
CN(C)c1ccc(C(=O)Nc2cccc(S(=O)(=O)NC3=NCCCCC3)c2)cc1,0.994,0.997,-3.0,0.3,1.3,-1.8,0.6,-4.2,14.9
CN(C(=O)COC(=O)C12CC3CC(CC(C3)C1)C2)c1c(N)n(Cc2ccccc2)c(=O)[nH]c1=O,1.02,1.14,-0.3,-14.0,-0.3,2.1,-1.9,-3.9,-2.2
COc1ccc(S(=O)(=O)NCC2CCCN(C(=O)c3cccnc3)C2)cc1 (configuration not stated),1,1.06,-6.9,-6.1,-1.0,-0.5,-0.5,-2.9,-1.5
O=C(Nc1ccc(Br)cc1)c1ccc(N2C(=O)C3CC=C(Cl)CC3C2=O)cc1 (configuration not stated),1.03,1.03,-7.3,-3.5,-6.1,-5.2,-2.6,-2.8,17.2
O=C(N/N=C/c1ccc2c(c1)OCO2)c1cccs1,1.01,0.937,-3.5,6.3,1.4,0.5,-1.5,-1.4,21.0
COC(=O)c1ccc2ccccc2n1,0.914,0.983,-0.7,1.7,0.6,-1.4,8.6,-0.5,14.4
C=CCc1ccc(OC(=O)c2ccccc2)c(OC)c1,0.885,0.959,-5.7,4.1,0.7,-3.8,11.5,-1.3,29.0
CCOC(=O)c1c(C)nc(-c2ccccc2)nc1NC(=O)C(C)C,0.974,1.05,-5.3,-4.7,1.6,-1.2,2.6,-0.4,-3.7
Cc1nc2cc(Cl)c(Cl)cc2n1-c1ccccn1,0.887,0.977,-4.0,2.3,-0.9,-1.9,11.3,2.4,29.7
Cc1nn(C)cc1S(=O)(=O)N1CCN(c2ccccc2F)CC1,0.964,0.984,-6.7,1.6,1.2,-2.8,3.6,4.0,1.6
CCCCCCCN1C(N(C)C)=NC[C@@H]1Cc1ccccc1,1.03,1.09,17.8,-9.3,-1.3,0.8,-3.3,-8.4,17.1
O=C(N/N=C/c1ccc2c(c1)OCO2)c1ccc(Cn2cc([N+](=O)[O-])cn2)o1,1.06,1.05,-6.5,-5.0,1.1,-1.8,-5.9,-1.5,-2.6
COc1ccc(-c2noc(CCC(=O)NC3CCCCCC3)n2)cc1,0.97,0.973,-3.8,2.7,0.0,-3.0,3.0,-3.6,20.3
Cc1cccc(N2C(=O)NC3(CCCCC3)C2=O)c1,1.09,1.2,-7.5,-20.3,3.4,-3.7,-9.0,-3.1,8.6
O=C(Nc1cccnc1Cl)c1cc(-c2cccc(Cl)c2)on1,0.802,0.937,-1.7,6.3,0.4,-0.4,19.8,0.0,26.9
COc1ccccc1Cc1nc(-c2ccc(Br)o2)no1,0.868,0.93,-5.6,7.0,-2.0,-1.7,13.2,-1.3,27.8
O=C(N/N=C/c1ccsc1)c1cc(O)cc(O)c1,0.988,1.05,-4.5,-4.8,-0.8,2.3,1.2,-1.4,16.7
O=C(c1cc2nc(C3CC3)cc(C(F)F)n2n1)N1CCOCC1,1.2,1.04,-2.5,-4.4,-4.0,6.2,-19.5,-3.2,6.8
COC(=O)CC1=C(C(=O)OC)C(c2cccs2)C(C#N)=C(N)O1 (configuration not stated),0.92,0.967,-5.2,3.3,-12.5,-2.1,8.0,-1.2,3.2
COc1ccc(OC)c(S(=O)(=O)NCc2ccc(N3CCN(C)CC3)cc2)c1,0.998,1.03,-9.2,-2.8,-0.7,-5.5,0.2,3.6,2.2
CC1=C(C(=O)OCc2ccccc2)C(c2cccnc2)n2nnnc2N1 (configuration not stated),1.2,0.934,-3.0,6.6,-1.2,-1.0,-20.2,-2.2,11.8
O=C(O)C1C2C=CC(C2)C1C(=O)Nc1cccc(Cl)c1 (configuration not stated),1.06,1.05,-5.0,-5.5,0.8,-6.0,-6.3,0.8,-0.8
COc1ccc(OC)c(NC(=O)C(=O)N/N=C/c2ccccc2[N+](=O)[O-])c1,1.37,0.918,5.7,8.2,0.8,-0.6,-37.1,0.8,13.3
Cc1ccc(C2C(C(=O)c3cc4ccccc4o3)=C(O)C(=O)N2CCN2CCOCC2)cc1 (configuration not stated),1.19,1.03,-6.8,-2.7,-15.0,-3.5,-19.1,-1.8,-1.8
CCOC(=O)COc1ccc(S(=O)(=O)c2ccc(OCC(=O)OCC)cc2)cc1,0.96,1.03,-7.0,-2.9,1.7,-2.1,4.0,-3.5,2.1
CCN(CC)C(=O)CSc1nnc(-c2cccnc2)n1CCc1ccccc1,1.12,1.01,-4.5,-1.2,1.2,0.8,-11.9,-3.3,4.4
CC(Sc1nc2ccc(Br)cc2[nH]1)C(=O)O (configuration not stated),0.934,1.01,-5.6,-0.6,1.1,-0.1,6.6,-1.7,3.8
COc1ccc(S(=O)(=O)N2CCN(c3nc(-c4cccnc4)nc4ccccc34)CC2)cc1,1.04,0.965,-6.4,3.5,-2.5,-2.6,-4.0,-7.4,19.5
O=C(CSCc1ccc(Cl)cc1)Nc1cccc(C(=O)O)c1,0.788,0.992,-3.0,0.8,0.6,-3.2,21.2,0.9,17.5
CCCOC(=O)c1ccc(Oc2cn[nH]c2-c2ccc(OCC)cc2O)cc1,1.01,0.975,1.1,2.5,-0.1,0.0,-1.5,-5.1,3.1

# Some of these compounds in order of molecular weight, smallest number first:
SMILES,hIAP activ,mIAP act,APOBEC3G inh,mIAP block,SENP1 inh,A3A deaminase,hIAP inh,beta cell repl,NALP3 yeast inh
CC(Sc1nc2ccc(Br)cc2[nH]1)C(=O)O (configuration not stated),0.934,1.01,-5.6,-0.6,1.1,-0.1,6.6,-1.7,3.8
O=C(c1cc2nc(C3CC3)cc(C(F)F)n2n1)N1CCOCC1,1.2,1.04,-2.5,-4.4,-4.0,6.2,-19.5,-3.2,6.8
O=C(Nc1ccc(Br)cc1)c1ccc(N2C(=O)C3CC=C(Cl)CC3C2=O)cc1 (configuration not stated),1.03,1.03,-7.3,-3.5,-6.1,-5.2,-2.6,-2.8,17.2

# (next part)
SMILES,hIAP activ,mIAP act,APOBEC3G inh,mIAP block,SENP1 inh,A3A deaminase,hIAP inh,beta cell repl,NALP3 yeast inh
COc1ccc(C(=O)Nc2c(N)nc(SCC(=O)c3ccccc3)[nH]c2=O)cc1,0.854,1.13,3.4,-13.1,-0.3,5.1,14.6,2.1,24.7
CCOCC(=O)Nc1cccc(-c2nc3cccnc3s2)c1C,1.08,0.9,7.7,10.0,-0.9,2.1,-7.9,-2.1,11.1
COC(=O)CNC(=O)C(NC(=O)OCc1ccccc1)C(C)C (configuration not stated),1.04,0.999,-13.3,0.1,0.8,-3.0,-3.7,-0.6,-4.8
O=C(OCc1c(Cl)cccc1Cl)c1cnccn1,1.09,1.02,3.4,-1.6,1.8,4.3,-8.6,-1.8,-9.1
CC(=O)c1ccc(N=c2scc(C)n2C(C)C)cc1,0.987,1.07,-9.7,-6.6,-59.3,4.7,1.3,1.0,16.6
CCCSC1=C(C#N)C(c2ccc(Cl)cc2Cl)CC(=O)N1 (configuration not stated),0.974,0.916,-4.8,8.4,2.2,-2.6,2.6,-2.9,-1.3
COC(=O)CSc1nnnn1-c1ccccc1,1.11,1.07,-7.5,-7.1,4.1,-3.3,-10.8,0.3,18.0
COc1ccccc1NC(=S)NC(NC(=O)c1ccco1)C(Cl)(Cl)Cl (configuration not stated),0.814,1.22,0.9,-21.8,2.0,-0.3,18.6,0.0,26.6
COc1ccc(OCc2nc(N)nc(Nc3ccccc3OC)n2)cc1,0.873,1.1,-4.3,-10.0,0.0,-1.8,12.7,-0.1,8.4
CC(Oc1ccc([N+](=O)[O-])cc1)C(=O)NCC1CCCO1 (configuration not stated),0.752,0.9,-4.0,10.0,1.5,0.5,24.8,3.0,-10.0
CCNC(=S)N/N=C/c1cccc(C)c1,1.02,1.05,-5.5,-5.0,-0.4,1.7,-1.7,0.0,-6.8
CCOc1ccc(C(=O)Oc2cc(C)[nH]c(=O)c2[N+](=O)[O-])cc1OCC,0.972,0.972,-4.8,2.8,1.5,-4.1,2.8,-1.9,-1.9
Cc1ccc2cc(C)c(SCC(=O)NCC3CCCO3)nc2c1 (configuration not stated),0.94,1.01,-1.5,-0.8,-3.5,4.6,6.0,1.4,20.1
O=C(CSc1nc2ccccc2[nH]1)NCc1ccccc1,0.853,1.02,2.2,-2.1,0.3,-2.5,14.7,1.5,24.0
CCCN(CCC)CCCNC(=O)CN1C(=O)CSc2ccc(S(=O)(=O)N3CCOCC3)cc21,1.12,1.03,2.1,-3.5,-1.2,0.8,-11.9,-1.9,16.5
O=C(O)CN1C(=O)c2ccc(C(=O)c3ccccc3)cc2C1=O,1.02,0.913,-8.7,8.7,-0.1,1.0,-1.8,-2.0,17.1
CCCOc1ccc(C2NC(=S)NC(C)=C2C(=O)c2ccccc2)cc1OC (configuration not stated),1.04,1.05,-2.0,-4.6,-3.3,-0.1,-3.6,-3.3,24.5
CCCn1nnnc1NCc1ccc(N(C)C)cc1,1.03,0.999,-1.7,0.1,-7.0,-6.3,-3.5,-1.2,7.0
O=C(COC(=O)CCc1c[nH]c2ccccc12)NCc1ccccc1,0.923,1.06,-7.7,-5.9,1.8,-6.0,7.7,-1.7,-4.4
COc1ccccc1OCCSc1nc2ccccc2n1CCC(=O)O,1.2,1.11,0.9,-10.8,-0.3,1.6,-20.3,2.4,8.4
Nc1nnc(SCc2ccc([N+](=O)[O-])cc2)s1,1.06,0.98,-0.6,2.0,-0.7,0.8,-5.7,1.2,11.0
O=C(O)C(c1ccccc1)N1CCCCC1 (configuration not stated),1.03,0.969,-5.7,3.1,1.8,4.0,-3.5,-3.2,4.1
CC(=O)N1CCc2cc(Br)cc(S(=O)(=O)NCc3ccc(Cl)cc3)c21,1.06,0.954,-8.2,4.6,-17.9,-2.5,-5.8,0.0,-7.6
COc1ccc(Cc2nnc(SCC(=O)Nc3ccccc3C)n(N)c2=O)cc1,1.17,1.07,-6.4,-7.0,3.3,-3.5,-16.5,-1.3,8.9
OC(CN1CCNCC1)Cn1ccc2ccccc21 (configuration not stated),1.12,1.02,-4.3,-2.1,.,-4.2,-11.6,-5.0,10.8
O=C(CSCc1ccccc1)N1CCN(S(=O)(=O)c2cccc(F)c2)CC1,1.05,0.946,-11.0,5.4,0.1,-1.4,-4.7,-1.2,22.6

# The list is partial (hit frequency here may not be typical).
